Bim-Bcl-2 – inhibitors of Bim-Bcl-2 interaction, human; P10415; Bead-based flow cytometry, Bim peptide-Bcl-2 binding; AID 950; inhibition, % at 10 µM; 190,000 compounds, 0.06% hits; in the data active = inhibition above about 40%; inconclusive = no clear call, values can overlap the other calls;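 also: 0% = no compound wells with probe peptide and 100% = reference peptide inhibitor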
Bim-Bcl-B – disrupts Bim peptide binding to human Bcl-B; bead-based flow cytometry; inhibition, % at 10 µM; 190,000 compounds, 0.073% hits;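 also: 0% = tracer peptide without compound and 100% = reference inhibitor peptide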
Target sequence (Q9HD36 whole entry, looked up): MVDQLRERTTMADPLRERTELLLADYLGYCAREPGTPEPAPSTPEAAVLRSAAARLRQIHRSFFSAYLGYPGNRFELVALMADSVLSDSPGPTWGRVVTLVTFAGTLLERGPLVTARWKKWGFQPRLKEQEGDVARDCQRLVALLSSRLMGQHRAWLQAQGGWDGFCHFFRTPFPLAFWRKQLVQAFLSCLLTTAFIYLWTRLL
ABCB1 inh – blocks JC-1 efflux by human ABCB1 transporter | P08183 | CCRF-Adr cells, flow cytometry | inhibition, % at 6.6 µM | 190,000 compounds, 0.067% hits | AID 1326; in the data active = inhibition above about 40%;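 also: 0% = vehicle and 100% = reference inhibitor; higher value means more JC-1 retained so stronger ABCB1 efflux block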
Bim-Bcl-XL – inhibitors of Bim-Bcl-XL interaction, human | Bim peptide-Bcl-XL binding, bead flow cytometry, fluorescence | Q07817 | inhibition, % at 10 µM | 190,000 compounds, 0.04% hits
Bfl-1 Bim block – human Bim-Bfl-1 interaction inhibition; Bead-based flow cytometry, Bim-Bfl-1 binding inhibition; inhibition, % at 10 µM; Q16548; 190,000 compounds, 0.12% hits;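 also: 0% = wells without compound plus tracer and 100% = blocker peptide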
Bcl-W Bim block – inhibitors of Bim-Bcl-W interaction, human | bead-based flow cytometry, Bim peptide-Bcl-W binding | 190,000 compounds, 0.02% hits | inhibition, % at 10 µM | AID 952 | Q92843;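 also: 0% = bound tracer without compound and 100% = peptide blocker; higher means less fluorescent Bim peptide bound to Bcl-W beads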
Target sequence (Q92843 whole entry, looked up): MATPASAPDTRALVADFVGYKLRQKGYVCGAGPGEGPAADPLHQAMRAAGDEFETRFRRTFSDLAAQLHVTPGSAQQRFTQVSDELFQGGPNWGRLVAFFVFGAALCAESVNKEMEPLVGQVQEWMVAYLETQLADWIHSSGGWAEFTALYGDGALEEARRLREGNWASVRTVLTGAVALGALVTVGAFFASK
RGS7-Gao reg – modulates binding of RGS7 to human Galphao. AID 1439. P09471. 220,000 compounds, 0.35% hits. binding response (% of control), % at 10 µM. Multiplexed bead flow cytometry; actives lie on both sides; in the data active = binding response below about 49% or above about 150%; inconclusive = no clear call, values can overlap the other calls; inactive = in between;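 also: fluorescent Galphao held in activated GDP-AlF4 state binding bead-coupled RGS7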
ABCG2 block – human ABCG2 inhibition, ABCB1 as counter-screen. 190,000 compounds, 0.1% hits. IgMXP3 cells, JC-1 efflux, flow cytometry. inhibition, % at 6.6 µM. Q9UNQ0. AID 1325;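 active = inhibition above 80%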;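 also: 0% = DMSO and 100% = nicardipine control wells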
Target sequence (Q9UNQ0 whole entry, looked up): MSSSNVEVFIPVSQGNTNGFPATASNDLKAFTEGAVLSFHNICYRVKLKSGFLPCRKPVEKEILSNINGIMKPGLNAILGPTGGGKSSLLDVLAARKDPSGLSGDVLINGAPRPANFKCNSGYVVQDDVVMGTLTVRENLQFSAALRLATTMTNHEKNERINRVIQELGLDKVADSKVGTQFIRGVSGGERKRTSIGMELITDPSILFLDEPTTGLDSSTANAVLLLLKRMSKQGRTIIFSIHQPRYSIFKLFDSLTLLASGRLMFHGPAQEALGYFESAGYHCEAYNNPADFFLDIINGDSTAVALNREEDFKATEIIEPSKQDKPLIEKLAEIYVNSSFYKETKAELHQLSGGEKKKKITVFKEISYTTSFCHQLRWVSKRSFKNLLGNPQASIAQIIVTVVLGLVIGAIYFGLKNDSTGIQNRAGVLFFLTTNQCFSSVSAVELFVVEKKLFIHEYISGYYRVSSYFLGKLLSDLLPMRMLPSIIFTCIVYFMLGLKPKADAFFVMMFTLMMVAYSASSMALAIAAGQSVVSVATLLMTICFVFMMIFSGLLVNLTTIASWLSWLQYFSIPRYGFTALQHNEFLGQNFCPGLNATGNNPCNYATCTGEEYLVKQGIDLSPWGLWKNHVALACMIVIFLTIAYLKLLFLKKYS
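System: two drug-resistant human cell lines, ABCG2 and ABCB1; controls: nicardipine high and DMSO low controls; times: 10 min exposure at 25 °C with rotation, no wash; detection: flow cytometry of retained JC-1 fluorescence; read-out basis: percent efflux inhibition, scaled nicardipine 100% to DMSO 0%; doses: one concentration, 6.6 µM final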
GSH fluor – compound fluoresces at 488/530 nm on GSH beads. GSH beads flow cytometry, compound fluorescence 488/530 nm; active compounds read high. fluorescence (KMESF) at 10 µM. 190,000 compounds, 0.25% hits; in the data active = fluorescence above about 89;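 also: glutathione beads carrying GST-tagged Bcl family fusion proteins plus one bare bead set; values are compound well signal with DMSO vehicle wells as background; inactives centre near 16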
RGS4-Gao reg – human RGS4-Galphao interaction regulation; P09471; Multiplexed bead flow cytometry, RGS4-Galphao binding; actives lie on both sides; binding response (% of control), % at 10 µM; 220,000 compounds, 0.33% hits; AID 1415; in the data active = binding response below about 49% or above about 150%; inactive = in between;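 also: fluorescent Galphao activated with aluminum fluoride binding bead-coupled RGS4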
Avidin bead fluor – avidin bead compound fluorescence profile | fluorescence (KMESF) at 10 µM | 220,000 compounds, 0.38% hits | AID 1775 | Avidin beads, compound fluorescence 488/530 nm, flow cytometry; active compounds read high; in the data active = fluorescence above about 47; also: inactives centre near 10
Active calls of the source: *. Rule as the data show it, unless noted: active = inhibition above about 40%.

What do the screens show for `COC(=O)c1cc(C#N)c(N2CCOCC2)nc1C`?
Bim-Bcl-2: 0; Bim-Bcl-B: 0; ABCB1 inh: 0.4; Bim-Bcl-XL: 0; Bfl-1 Bim block: -2; Bcl-W Bim block: 0; RGS7-Gao reg: 92; ABCG2 block: 9; GSH fluor: 12; RGS4-Gao reg: 97; Avidin bead fluor: 10

What do the screens show for `CNC(=O)c1sccc1S(=O)(=O)Cc1c(Cl)cccc1Cl`?
Bim-Bcl-2: -8; Bim-Bcl-B: -8; ABCB1 inh: 0.4; Bim-Bcl-XL: 8; Bfl-1 Bim block: -10; Bcl-W Bim block: 1; RGS7-Gao reg: 101; ABCG2 block: 2; GSH fluor: 46; RGS4-Gao reg: 105; Avidin bead fluor: 8

How did N/C(=N\OC(=O)Cc1ccc(Cl)cc1)c1ccccn1 do in these assays?
Bim-Bcl-2: -12; Bim-Bcl-B: -6; ABCB1 inh: 1.4; Bim-Bcl-XL: -6; Bfl-1 Bim block: -17; Bcl-W Bim block: 0; RGS7-Gao reg: 78; ABCG2 block: 17; GSH fluor: 25; RGS4-Gao reg: 96; Avidin bead fluor: 21

Results for Cc1ccc(NC(=O)COc2cccc3ccc(C)nc23)c(Br)c1 ?
Bim-Bcl-2: 0; Bim-Bcl-B: -1; Bim-Bcl-XL: 1; Bfl-1 Bim block: 1; Bcl-W Bim block: -3; RGS7-Gao reg: 108; ABCG2 block: 20; GSH fluor: 12; RGS4-Gao reg: 105; Avidin bead fluor: 8

What do the screens show for `Cc1ccc(C(=O)C(C)OC(=O)C2=COCCO2)cc1C` (stereo unspecified)?
Bim-Bcl-2: 0; Bim-Bcl-B: 1; ABCB1 inh: 0.2; Bim-Bcl-XL: -8; Bfl-1 Bim block: 1; Bcl-W Bim block: -6; RGS7-Gao reg: 114; ABCG2 block: 0; GSH fluor: 18; RGS4-Gao reg: 106; Avidin bead fluor: 30

Results for CC(C)(C)C(=O)NC(=S)N1CCc2ccccc21 ?
Bim-Bcl-2: -2; Bim-Bcl-B: 0; ABCB1 inh: 0.7; Bim-Bcl-XL: 0; Bfl-1 Bim block: -3; Bcl-W Bim block: 1; RGS7-Gao reg: 109; ABCG2 block: 1; GSH fluor: 25; RGS4-Gao reg: 88; Avidin bead fluor: 25

What do the screens show for `Cc1nn(-c2ccccc2)c2c1C(O)n1c(nc3ccccc31)S2` (stereo unspecified)?
Bim-Bcl-2: -5; Bim-Bcl-B: -5; ABCB1 inh: 4.0; Bim-Bcl-XL: -7; Bfl-1 Bim block: -10; Bcl-W Bim block: -3; RGS7-Gao reg: 102; ABCG2 block: 45; GSH fluor: 21; RGS4-Gao reg: 100; Avidin bead fluor: 9

How did CC(C)On1c(SC(C)C)nc2ccccc2c1=O do in these assays?
Bim-Bcl-2: 0; Bim-Bcl-B: -3; ABCB1 inh: 0.2; Bim-Bcl-XL: 0; Bfl-1 Bim block: -1; Bcl-W Bim block: -1; RGS7-Gao reg: 94; ABCG2 block: 1; GSH fluor: 10; RGS4-Gao reg: 95; Avidin bead fluor: 21

How did CC1CN(C(=O)C2CCCCC2)C(C)CN1C(=O)C1CCCCC1 (stereo unspecified) do in these assays?
Bim-Bcl-2: -11; Bim-Bcl-B: -11; ABCB1 inh: 0.5; Bim-Bcl-XL: -8; Bfl-1 Bim block: -22; Bcl-W Bim block: -2; RGS7-Gao reg: 102; ABCG2 block: -1; GSH fluor: 26; RGS4-Gao reg: 103; Avidin bead fluor: 14

What do the screens show for `COc1ccc(-c2nc(Cn3c(SCc4cccc(F)c4)nc4ccncc43)c(C)o2)cc1OC`?
Bim-Bcl-2: -13; Bim-Bcl-B: -5; ABCB1 inh: 1.5; Bim-Bcl-XL: -4; Bfl-1 Bim block: -11; Bcl-W Bim block: -1; RGS7-Gao reg: 104; ABCG2 block: 12; GSH fluor: 18; RGS4-Gao reg: 106; Avidin bead fluor: 5

What do the screens show for `NC(=O)c1oc2ccccc2c1NC(=O)c1ccccc1`?
Bim-Bcl-2: -7; Bim-Bcl-B: -3; ABCB1 inh: 0.2; Bim-Bcl-XL: -31; Bfl-1 Bim block: -14; Bcl-W Bim block: 2; RGS7-Gao reg: 98; ABCG2 block: 2; GSH fluor: 259*; RGS4-Gao reg: 98; Avidin bead fluor: 7

How did Cc1sc(NC(=O)c2cc(-c3ccc(Cl)cc3)nc3ccccc23)c(C(N)=O)c1C do in these assays?
Bim-Bcl-2: 1; Bim-Bcl-B: 3; ABCB1 inh: -0.1; Bim-Bcl-XL: 0; Bfl-1 Bim block: 5; Bcl-W Bim block: 0; RGS7-Gao reg: 98; ABCG2 block: 0; GSH fluor: 19; RGS4-Gao reg: 96; Avidin bead fluor: 9

How did CCOP(=O)(c1c(F)c(F)c(F)c(F)c1F)C(O)c1ccccc1 (stereo unspecified) do in these assays?
Bim-Bcl-2: 1; Bim-Bcl-B: -1; ABCB1 inh: 0.0; Bim-Bcl-XL: -2; Bfl-1 Bim block: -9; Bcl-W Bim block: 1; RGS7-Gao reg: 99; ABCG2 block: 0; GSH fluor: 7; RGS4-Gao reg: 96; Avidin bead fluor: 6

Results for Cc1cccc(C(=O)Nc2cccc(Br)c2)c1[N+](=O)[O-] ?
Bim-Bcl-2: -4; Bim-Bcl-B: -5; ABCB1 inh: 0.3; Bim-Bcl-XL: -1; Bfl-1 Bim block: -5; Bcl-W Bim block: 0; RGS7-Gao reg: 101; ABCG2 block: 4; GSH fluor: 16; RGS4-Gao reg: 99; Avidin bead fluor: 7

Results for CC(=O)Nc1ccc(S(=O)(=O)Nc2nc(C)cc(-n3nc(C)cc3C)n2)cc1 ?
Bim-Bcl-2: -11; Bim-Bcl-B: -7; ABCB1 inh: -0.2; Bim-Bcl-XL: -8; Bfl-1 Bim block: -16; Bcl-W Bim block: -2; RGS7-Gao reg: 99; ABCG2 block: -3; GSH fluor: 24; RGS4-Gao reg: 106; Avidin bead fluor: 38

The last two compounds of the section above open the next one:
Results for Cc1cccc(C(=O)Nc2cccc(Br)c2)c1[N+](=O)[O-] ?
Bim-Bcl-2: -4; Bim-Bcl-B: -5; ABCB1 inh: 0.3; Bim-Bcl-XL: -1; Bfl-1 Bim block: -5; Bcl-W Bim block: 0; RGS7-Gao reg: 101; ABCG2 block: 4; GSH fluor: 16; RGS4-Gao reg: 99; Avidin bead fluor: 7

Results for CC(=O)Nc1ccc(S(=O)(=O)Nc2nc(C)cc(-n3nc(C)cc3C)n2)cc1 ?
Bim-Bcl-2: -11; Bim-Bcl-B: -7; ABCB1 inh: -0.2; Bim-Bcl-XL: -8; Bfl-1 Bim block: -16; Bcl-W Bim block: -2; RGS7-Gao reg: 99; ABCG2 block: -3; GSH fluor: 24; RGS4-Gao reg: 106; Avidin bead fluor: 38

Results for CCC(=O)Nc1cccc(NC(=O)c2ccccc2Br)c1 ?
Bim-Bcl-2: 13; Bim-Bcl-B: 9; ABCB1 inh: 0.0; Bim-Bcl-XL: 18; Bfl-1 Bim block: 15; Bcl-W Bim block: 10; RGS7-Gao reg: 101; ABCG2 block: 4; GSH fluor: 10; RGS4-Gao reg: 102; Avidin bead fluor: 4

How did C=CCN1C(=O)/C(=C/c2ccsc2)SC1=S do in these assays?
Bim-Bcl-2: 20; Bim-Bcl-B: 23; ABCB1 inh: 1.7; Bim-Bcl-XL: 35; Bfl-1 Bim block: 6; Bcl-W Bim block: 2; RGS7-Gao reg: 104; ABCG2 block: 5; GSH fluor: 6; RGS4-Gao reg: 103; Avidin bead fluor: 3

What do the screens show for `Cc1ccc(NC(=S)N(CCCN2CCOCC2)Cc2ccccn2)cc1Cl`?
Bim-Bcl-2: -2; Bim-Bcl-B: -4; ABCB1 inh: 0.9; Bim-Bcl-XL: -5; Bfl-1 Bim block: -8; Bcl-W Bim block: -1; RGS7-Gao reg: 100; ABCG2 block: 3; GSH fluor: 14; RGS4-Gao reg: 102; Avidin bead fluor: 11

How did C=CCNC(=S)NNC(=O)c1ccc(Br)o1 do in these assays?
Bim-Bcl-2: -3; Bim-Bcl-B: -14; ABCB1 inh: -0.8; Bim-Bcl-XL: -2; Bfl-1 Bim block: 1; Bcl-W Bim block: -3; RGS7-Gao reg: 102; ABCG2 block: -11; GSH fluor: 18; RGS4-Gao reg: 100; Avidin bead fluor: 4

Results for COc1ccc(C(=O)N[C@H](C(=O)NCc2ccco2)C(C)C)cc1 ?
Bim-Bcl-2: -4; Bim-Bcl-B: -3; ABCB1 inh: -0.7; Bim-Bcl-XL: 0; Bfl-1 Bim block: -5; Bcl-W Bim block: 0; RGS7-Gao reg: inconclusive; ABCG2 block: -2; GSH fluor: 11; RGS4-Gao reg: 100; Avidin bead fluor: 12

How did Cc1c(C#N)c(NC(=O)CCl)n(Cc2cccs2)c1C do in these assays?
Bim-Bcl-2: 0; Bim-Bcl-B: -6; ABCB1 inh: 0.2; Bim-Bcl-XL: -2; Bfl-1 Bim block: -1; Bcl-W Bim block: 1; RGS7-Gao reg: inconclusive; ABCG2 block: 1; GSH fluor: 15; RGS4-Gao reg: 98; Avidin bead fluor: 9

How did COc1ccc(CCNC(=O)CSc2nc3[nH]ncc3c(=O)n2-c2ccc(Br)cc2)cc1OC do in these assays?
Bim-Bcl-2: 0; Bim-Bcl-B: -4; ABCB1 inh: -0.2; Bim-Bcl-XL: -3; Bfl-1 Bim block: -6; Bcl-W Bim block: -4; RGS7-Gao reg: 96; ABCG2 block: 0; GSH fluor: 10; RGS4-Gao reg: 96; Avidin bead fluor: 19

How did Cc1ccc(S(=O)(=O)CCC(=O)Nc2nc3c(s2)CCCC3)cc1 do in these assays?
Bim-Bcl-2: 0; Bim-Bcl-B: -1; ABCB1 inh: 0.4; Bim-Bcl-XL: -4; Bfl-1 Bim block: -1; Bcl-W Bim block: -4; RGS7-Gao reg: 98; ABCG2 block: 1; GSH fluor: 13; RGS4-Gao reg: 96; Avidin bead fluor: 36

Results for CCCCN1C=C(C(=O)OC)C(c2ccccc2C(F)(F)F)C(C(=O)OC)=C1 ?
Bim-Bcl-2: -8; Bim-Bcl-B: -6; ABCB1 inh: 0.7; Bim-Bcl-XL: -1; Bfl-1 Bim block: -13; Bcl-W Bim block: 2; RGS7-Gao reg: 100; ABCG2 block: 4; GSH fluor: 45; RGS4-Gao reg: 103; Avidin bead fluor: 14

What do the screens show for `C=CCNC(=O)c1cnc2n(c1=O)CCS2`?
Bim-Bcl-2: -1; Bim-Bcl-B: 0; ABCB1 inh: -0.2; Bim-Bcl-XL: -2; Bfl-1 Bim block: -1; Bcl-W Bim block: -3; RGS7-Gao reg: 97; ABCG2 block: 1; GSH fluor: 13; RGS4-Gao reg: 101; Avidin bead fluor: 14

How did CCCNS(=O)(=O)c1ccc(CCC(=O)N2CCCC2)cc1 do in these assays?
Bim-Bcl-2: -5; Bim-Bcl-B: -3; ABCB1 inh: 0.4; Bim-Bcl-XL: -3; Bfl-1 Bim block: -11; Bcl-W Bim block: -2; RGS7-Gao reg: 104; ABCG2 block: 3; GSH fluor: 26; RGS4-Gao reg: 97; Avidin bead fluor: 12

What do the screens show for `N#C/C=C1/NC(=O)c2ccccc2S1`?
Bim-Bcl-2: -4; Bim-Bcl-B: 0; ABCB1 inh: 0.4; Bim-Bcl-XL: -6; Bfl-1 Bim block: -2; Bcl-W Bim block: -2; RGS7-Gao reg: 93; ABCG2 block: 6; GSH fluor: 43; RGS4-Gao reg: 100; Avidin bead fluor: 12

Hits appear at their usual frequency (roughly 1.3% active in at least one column).
